# M1 ag parental – nonselective activator or artifact in parental CHO-K1 cells; Fluo-8 calcium fluorescence; scaled to maximal ATP response, vehicle zero; activation, % at 3 µM; 0.48% of 360,000 active; in the data active means activation above about 15%;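 further: untransfected CHO-K1 host cells lacking M1 receptor as counterscreen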
# CHRM4 antagonist – antagonists of human muscarinic M4 receptor (CHRM4); P08173; inhibition, % at 3 µM; CHO-hM4 cells, ACh EC80, Fluo-8 calcium fluorescence; 0.73% of 360,000 active;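 active means inhibition above its plate's cutoff, the mean inhibition of sample wells plus 3 SD, cut at about 27% in these data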;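 further: 0% = acetylcholine EC80 with DMSO and 100% = DMSO without agonist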
# Target sequence (P08173 whole entry, looked up): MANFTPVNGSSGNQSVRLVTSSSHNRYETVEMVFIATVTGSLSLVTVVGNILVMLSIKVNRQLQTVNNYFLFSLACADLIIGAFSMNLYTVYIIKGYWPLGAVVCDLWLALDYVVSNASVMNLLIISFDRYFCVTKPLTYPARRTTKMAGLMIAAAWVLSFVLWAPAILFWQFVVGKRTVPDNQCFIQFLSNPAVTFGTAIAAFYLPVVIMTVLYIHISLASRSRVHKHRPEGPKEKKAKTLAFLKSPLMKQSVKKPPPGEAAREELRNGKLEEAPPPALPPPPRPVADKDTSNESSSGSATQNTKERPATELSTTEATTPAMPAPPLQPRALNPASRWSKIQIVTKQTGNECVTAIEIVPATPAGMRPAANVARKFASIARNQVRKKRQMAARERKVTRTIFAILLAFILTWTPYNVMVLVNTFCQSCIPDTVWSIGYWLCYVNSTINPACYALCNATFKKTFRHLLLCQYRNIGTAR
# M4 ag – CHRM4 agonism in calcium assay. P08173. activation, % at 3 µM. 0.14% of 360,000 active. CHO-K1 hM4/Gqi5, Fluo-8 calcium fluorescence; vehicle 0%, full acetylcholine response 100%;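 active means activation above the run mean over all test wells plus 3 SD, cut at about 32% in these data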;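 further: peak over basal fluorescence ratio per well then scaled between controls; 0% = DMSO wells and 100% = acetylcholine at EC100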
# M5 PAM – CHRM5 positive allosteric modulation | activation, % at 3 µM | 0.3% of 360,000 active | AID 624038 | P08912 | CHO-K1 hM5, Fluo-8 calcium, ACh EC20 PAM; 0% = ACh EC20, 100% = ACh EC100;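 active means activation above the run cutoff, the mean activation of all test compounds plus 3 SD, cut at about 18% in these data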
#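 Measured by: Fluo-8 calcium fluorescence; material: human M5 receptor in CHO-K1 cells; schedule: Post-acetylcholine fluorescence recording 140 s; benchmarks: low control EC20 acetylcholine (0%), high control EC100 acetylcholine (100%); read-out: Max/basal fluorescence ratio as % of EC20–EC100 ACh window; compound: single dose, 3 µM nominal final test concentration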
# CHO-K1 Ca antag – counter-screen for M1 antagonists: effect in parental CHO-K1 cells | ATP-induced calcium, Fluo-8 fluorescence | inhibition, % at 3 µM | 0.6% of 360,000 active;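 active means inhibition above a per-plate cutoff, the plate's mean sample inhibition plus 3 SD, cut at about 24% in these data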;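 further: 0% = DMSO plus EC80 ATP and 100% = DMSO alone without ATP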
# CHO-K1 Ca PAM – nonselective activator or artifact in parental CHO-K1 calcium assay; ATP EC20, Fluo-8 calcium fluorescence; 0% at ATP EC20, 100% at ATP max; 0.02% of 360,000 active; activation, % at 3 µM;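 active means activation above the run cutoff, the mean activation of all test compounds plus 3 SD, cut at about 40% in these data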;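 further: peak over basal fluorescence ratio in a 140 s read after ATP addition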
# M5 ag – CHRM5 agonism in calcium assay. CHO-K1 hM5 cells, Fluo-8 calcium fluorescence; 0% DMSO wells, 100% maximal acetylcholine response. activation, % at 3 µM. 0.19% of 360,000 active;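 active means activation above the run's mean over test compounds plus 3 SD, cut at about 23% in these data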;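 further: signal is peak over basal fluorescence ratio across the kinetic read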
# CHRM5 antagonist – CHRM5 antagonism in calcium assay | P08912 | CHO-hM5 cells, Fluo-8 calcium fluorescence, ACh EC80 | AID 624040 | inhibition, % at 3 µM | 0.59% of 360,000 active;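 active means inhibition above a per-plate cutoff, the mean of that plate's test compounds plus 3 SD, cut at about 27% in these data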;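 further: 0% = acetylcholine EC80 with DMSO and 100% = DMSO without agonist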
# M4 PAM – potentiates acetylcholine response at human M4 receptor. P08173. CHO-K1 hM4/Gqi5, Fluo-8 calcium fluorescence, ACh EC20; 0% = ACh EC20, 100% = maximal ACh. activation, % at 3 µM. 0.4% of 360,000 active. AID 624126;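 active means activation above its plate's cutoff, the mean activation of sample wells plus 3 SD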; further: some results filed as inactive read as strong as hits
# The depositor's hits bear a star.
compound	CHRM5 antagonist	M5 ag	M5 PAM	CHO-K1 Ca antag	CHO-K1 Ca PAM	CHRM4 antagonist	M1 ag parental	M4 PAM	M4 ag
CC(C)(C)Nc1c2ccccc2nc2ccccc12	12	0	-3	-8	-12	-4	3.3	-3	3
Cn1ncc2c(NNC(=O)Cc3cccc4ccccc34)ncnc21	-9	0	6	-9	21	0	1.8	4	1
CC(NC(=O)c1ccc2ccccc2n1)c1ccc(S(N)(=O)=O)cc1 (centres undefined)	-3	-1	1	-14	7	1	10.0	0	2
Cc1ccc(S(=O)(=O)N(C)C)cc1NC(=O)COC(=O)c1n[nH]c(=O)c2ccccc12	4	2	6	-7	3	-5	0.0	1	0
Cc1ccc(S(=O)(=O)N2C[C@H]3C(=O)C[C@@H](c4ccccc4)N(S(=O)(=O)c4ccccc4[N+](=O)[O-])[C@H]3C[C@H]2c2ccccc2)cc1	0	4	2	5	0	-3	0.6	-8	2
Cc1nc(SCC(=O)c2cc3ccccc3oc2=O)c(C#N)c(-c2ccccc2)c1C(=O)Nc1ccccc1	2	-1	0	-4	20	7	0.2	1	0
COc1ccc(Br)cc1/C=N/NC(=O)c1ccc(OC)c(OC)c1	17	-1	-9	1	-5	-8	1.3	-5	2
C=C(C)C1CCC(C)=C1CC(C)(C)/C=N\n1cnnc1 (centres undefined)	2	4	-9	-13	1	2	4.2	3	7
CCCCNC(=O)COC(=O)c1c2c(nc3ccccc13)CCC2	10	0	-3	10	-8	26	2.6	-17	12
C=CCNC(=O)c1ccccc1NC(=O)c1ccc(Cl)c(S(=O)(=O)Nc2ccccc2)c1	4	3	-13	6	-5	2	1.5	3	17
CCOC(=O)C1(CCOc2ccccc2)CCN(C(=O)CCSC)CC1	12	0	-8	8	-3	0	0.2	0	2
CCCN(C(=O)c1ccc(OCC(C)C)cc1)c1c(N)n(Cc2ccccc2)c(=O)[nH]c1=O	3	-1	7	15	-14	-3	0.3	3	2
CCOC(=O)c1c(N)n(-c2ccc(N)cc2)c2nc3ccccc3nc12	10	0	1	-2	23	-3	0.9	8	5
CC12CCC(=O)N1C(C(=O)NCCc1ccc(F)cc1)CS2 (centres undefined)	1	-2	0	-2	6	6	0.7	10	1
Cc1ccc(NC(=O)CCOc2ccccc2)cc1	17	-3	-8	-10	7	2	0.8	1	2
O=C(Cn1ccc(C(F)(F)F)n1)Nc1cccc(S(=O)(=O)N2CCCCC2)c1	-3	0	-1	-22	18	-4	7.0	-2	4
COc1cc(S(=O)(=O)N2CCC(O)(c3cccc(C(F)(F)F)c3)CC2)ccc1-n1cnnn1	9	4	-4	-21	1	3	7.2	-7	14
CCOC(=O)c1c(C)[nH]c(C)c1S(=O)(=O)NCc1ccccc1OCC	8	-6	-3	-7	17	-12	0.5	4	3
CCc1c(C(=O)Nc2nnc(C3CC3)s2)csc1C	10	2	-9	-2	1	1	0.3	3	-1
C/C(=N/NC(=O)Cc1cccc2ccccc12)c1cccs1	0	-10	-17	0	19	5	1.1	-3	3
C/C(=N/NC(=O)CN(c1ccccc1)S(=O)(=O)c1ccccc1)c1ccccc1O	1	-5	-4	-1	-5	-16	0.4	8	-1
CCOC(=O)c1c(-c2ccccc2)csc1NC(=S)NC	3	-2	-2	2	1	-10	0.1	9	0
Cc1c(C(Nc2ccccn2)c2ccc(Cl)cc2)c(=O)n(-c2ccccc2)n1C (centres undefined)	2	0	1	-4	9	-3	0.4	6	1
C/C(CC(=O)NC1CCCCC1)=N\NC(=O)Cc1ccc(-c2ccccc2)cc1	-1	-1	-4	-7	14	4	1.5	1	1
CCc1noc(C)c1C(=O)N1CCC(CCC(=O)Nc2cccc(C)c2)CC1	2	0	11	5	-9	4	0.0	1	2
CC(C)Oc1ccc(CCC(=O)N/N=C/c2ccc3c(c2)OCO3)cc1	0	1	3	-25	13	7	0.5	7	1
CC1(C)CC(=O)C(CC(=O)N2CCC(Cc3ccccc3)CC2)C(=O)C1	1	-15	0	-16	20	-1	0.3	9	1
COc1cc(OC)c(OC)cc1CN1CCC(O)CC1	3	1	10	-15	16	-6	0.8	-8	-1
CC1CCCCC1NC(=O)CN1CCN(S(=O)(=O)c2ccc(Br)s2)CC1 (centres undefined)	8	5	-2	-12	-7	-9	2.2	9	8
COC(=O)C1CC(=O)N(CCc2c[nH]c3ccccc23)C1 (centres undefined)	-2	-1	0	14	-3	2	-0.4	3	0
O=C(NC1CCCCC1)C1CCCN1S(=O)(=O)c1ccc(Cl)cc1 (centres undefined)	15	-2	-5	-14	4	1	1.6	-1	2
Cc1cc(NCCCN2CCOCC2)n2ncc(-c3ccc(Cl)cc3)c2n1	4	-3	-4	-13	15	2	0.5	2	2
O=C(CN1C(=O)S/C(=C/c2ccncc2)C1=O)Nc1ccccc1	12	1	-5	9	-25	9	7.3	-6	7
CC(C)(C)c1ccc(NC(=O)C2CCCN(c3cnccn3)C2)cc1 (centres undefined)	6	-3	3	3	-8	1	1.4	6	7
O=C(NCc1ccccc1Cl)C1CCC(CNc2nc(=S)[nH]c3ccccc23)CC1 (centres undefined)	3	4	8	-9	14	2	0.4	3	3
Cc1cccc(OCC(=O)Nc2ccc(C(=O)Nc3ccccc3C(=O)O)cc2)c1C	1	0	0	10	1	3	-0.5	0	-1
O=C(CSC(=S)N1CCOCC1)Nc1ccc(S(=O)(=O)Nc2ncccn2)cc1	6	-2	-5	-11	14	-9	0.6	4	4
O=C(c1cccs1)N1CCN(Cc2nc3ccccc3c(=O)[nH]2)CC1	-5	-2	6	-5	23	-10	1.1	9	2
N#C/C(=C/c1ccc(Br)s1)C(=O)NCCc1c[nH]c2ccccc12	-1	1	0	1	-4	-1	0.1	-4	2
CCOC(=O)c1ccc(NC(=S)NCc2ccc(S(N)(=O)=O)cc2)cc1	2	1	4	-18	29	-2	0.1	-2	1
CC(=O)c1cccc(N2C(=O)Nc3ccccc3N2O)c1	16	-5	-11	-4	24	-2	0.6	-1	0
NC(Cc1ccc2nsnc2c1)C(=O)O (centres undefined)	0	0	-6	-25	2	0	-0.4	4	1
COc1ccc(-c2csc3ncnc(N4CCN(S(=O)(=O)c5ccc(C(C)=O)cc5)CC4)c23)cc1	6	-2	-10	4	15	0	-0.5	-5	2
CC(C)N1CC(C(=O)Nc2ccccc2)CC1=O (centres undefined)	0	3	1	-8	19	6	0.3	4	1
COc1ccc(/C=N/Nc2nc(C(=O)O)cs2)cc1	4	-7	0	-1	15	6	0.1	0	0
Cc1ccc2nc(NNC(=O)c3ccc4c(c3)OCCO4)sc2c1	1	3	-5	16	-4	-8	0.2	-1	2
CN(C)CCCN(C(=O)COc1ccc(Cl)cc1)c1nc2c(F)cccc2s1	4	0	-6	-16	19	24	1.2	5	1
COc1ccc2cc(C[C@@H]3CC[C@@H](CNC(N)=O)O3)ccc2c1	2	3	-2	-27	10	-10	1.2	0	3

# Of the compounds above, these contain two or more sulfur atoms.
compound	CHRM5 antagonist	M5 ag	M5 PAM	CHO-K1 Ca antag	CHO-K1 Ca PAM	CHRM4 antagonist	M1 ag parental	M4 PAM	M4 ag
Cc1ccc(S(=O)(=O)N2C[C@H]3C(=O)C[C@@H](c4ccccc4)N(S(=O)(=O)c4ccccc4[N+](=O)[O-])[C@H]3C[C@H]2c2ccccc2)cc1	0	4	2	5	0	-3	0.6	-8	2
CCc1c(C(=O)Nc2nnc(C3CC3)s2)csc1C	10	2	-9	-2	1	1	0.3	3	-1
CCOC(=O)c1c(-c2ccccc2)csc1NC(=S)NC	3	-2	-2	2	1	-10	0.1	9	0
CC1CCCCC1NC(=O)CN1CCN(S(=O)(=O)c2ccc(Br)s2)CC1 (centres undefined)	8	5	-2	-12	-7	-9	2.2	9	8
O=C(CSC(=S)N1CCOCC1)Nc1ccc(S(=O)(=O)Nc2ncccn2)cc1	6	-2	-5	-11	14	-9	0.6	4	4
CCOC(=O)c1ccc(NC(=S)NCc2ccc(S(N)(=O)=O)cc2)cc1	2	1	4	-18	29	-2	0.1	-2	1
COc1ccc(-c2csc3ncnc(N4CCN(S(=O)(=O)c5ccc(C(C)=O)cc5)CC4)c23)cc1	6	-2	-10	4	15	0	-0.5	-5	2
